Screens (PubChem)
GlmU inhibition – inhibition of mycobacterial GlmU enzyme – biochemical, glucosamine-1-phosphate acetyltransferase (AID 1376); Bifunctional protein GlmU (Mycobacterium tuberculosis (strain ATCC 25618 / H37Rv)); M. tuberculosis GlmU acetyltransferase enzyme assay; higher % means a stronger effect; inhibition, %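 (tested at 30 µM in the primary screen)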, or IC50 in µM where a hit was titrated; 220,000 tested, 0.25% active; in the data active = inhibition above about 13%;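 note: 0% = complete reaction with vehicle and 100% = reaction without substrate; strong numbers were not always called active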
Mtb RmlCD inh – M. tuberculosis RmlC/RmlD coupled enzyme inhibitors, primary screen, biochemical, compound mixtures, 384-well, from 1536-well plates. dTDP-4-dehydrorhamnose reductase (Mycobacterium tuberculosis (strain ATCC 25618 / H37Rv)) …. RmlC+RmlD coupled enzyme assay, percent inhibition; primary screen in compound mixtures. inhibition, % at 3.6 µM. 160,000 tested, 0.03% active; in the data active = inhibition mostly above about 34%, no sharp cut-off; note: some results filed as inactive read as strong as hits
Target sequence (P9WH09 whole entry, looked up): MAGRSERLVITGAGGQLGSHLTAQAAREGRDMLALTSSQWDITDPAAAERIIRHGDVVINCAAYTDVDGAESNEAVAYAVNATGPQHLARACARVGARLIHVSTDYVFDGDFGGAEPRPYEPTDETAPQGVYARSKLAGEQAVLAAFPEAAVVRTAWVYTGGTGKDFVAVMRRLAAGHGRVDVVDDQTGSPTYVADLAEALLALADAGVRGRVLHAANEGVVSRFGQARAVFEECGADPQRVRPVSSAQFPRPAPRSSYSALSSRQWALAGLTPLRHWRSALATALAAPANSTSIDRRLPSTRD
Target sequence (P9WH11 whole entry, looked up): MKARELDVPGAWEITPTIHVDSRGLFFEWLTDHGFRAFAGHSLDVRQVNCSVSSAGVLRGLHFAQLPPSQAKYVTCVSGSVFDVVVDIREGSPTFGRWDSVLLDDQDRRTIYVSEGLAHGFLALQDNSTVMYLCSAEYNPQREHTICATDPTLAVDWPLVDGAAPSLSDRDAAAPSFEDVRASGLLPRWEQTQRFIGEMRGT
Numbers without * were called inactive; / = no result given. A portion of the library. The share of hits here may be higher or lower than overall.

Each structure is followed by: GlmU inhibition	Mtb RmlCD inh
1) COc1ccc(NC(=S)NCCc2c[nH]c3ccc(OC)cc23)c(OC)c1
  -6.5%	13
2) Cc1ccc(-c2nc(N/N=C/c3ccncc3)c3ccccc3n2)cc1
  5.5%	5
3) Nc1nc(SCC(=O)c2ccc([N+](=O)[O-])cc2)n[nH]1
  1.1%	/
4) Cn1c(SCC(=O)Nc2ccccc2F)nnc1-c1ccc(S(=O)(=O)N2CCOCC2)cc1
  -1.9%	/
5) Cn1cc(Br)cc2nc(C(F)(F)F)nc1-2
  2.1%	/
6) O=C1N(CN2CCN(Cc3ccccc3)CC2)c2ccccc2C12OCCCO2
  2.2%	1
7) C#Cc1ccc([C@H]2C=C(C(=O)NCc3ccccc3)O[C@@H](OCc3ccc(CO)cc3)C2)cc1
  3.0%	/
8) O=C(Nc1ccc2c(c1)OCO2)c1nn(-c2ccccc2)c(=O)c2ccccc12
  -1.9%	/
9) CCCCNC1CCS(=O)(=O)C1 (centres undefined)
  -2.0%	-5
10) COc1cccc(-c2cc(C(=O)NCCc3ccccc3)no2)c1
  3.6%	-8
11) COc1ccc(/C(CC2OC(=O)c3ccccc32)=N\NC(N)=O)cc1 (centres undefined)
  6.2%	2
12) COc1ccc(OC)c(NS(=O)(=O)c2ccc(NC(=O)c3ccc(NS(C)(=O)=O)cc3)cc2)c1
  5.7%	1
13) O=C(c1ccccc1Br)N1CCC(c2nc3ccccc3s2)CC1
  1.7%	-10
14) CSc1nc2ccc(S(=O)(=O)N3CCc4ccccc43)cc2s1
  -5.0%	-4
15) COc1ccc(NC(=O)c2cccc(S(=O)(=O)N(C)c3ccccc3)c2)cn1
  0.2%	6
16) COc1ccc(C2C(C(C)=O)=C(O)C(=O)N2c2cccnc2)c(OC)c1 (centres undefined)
  13%*	-7
17) O=C(NCC1CCN(c2ccc(S(=O)(=O)N3CCOCC3)cc2)CC1)c1ccc(Cl)cc1
  -0.2%	-5
18) O=C(NNC(=O)c1oc2ccccc2c1-n1cccc1)c1ccco1
  -0.5%	/
19) CCC(C)NC(=O)c1ccccc1NC(=O)C1COc2ccccc2O1 (centres undefined)
  0.3%	7
20) Cn1nnc2cc(C(=O)N3CCCCCC3)ccc21
  -4.2%	/
21) COc1cccc(CNC(=O)C2(C)Oc3ccccc3NC2=O)c1 (centres undefined)
  1.6%	0
22) COc1cc(OC)cc(C(=O)NNC(=O)NC2CCCCC2)c1
  1.8%	2
23) CN1CCN(c2ccc(S(=O)(=O)N3CCOCC3)cc2NC(=O)CCc2ccccc2)CC1
  4.7%	/
24) Cc1cc2ncn(C(=O)N3CCOCC3)c2cc1C
  3.7%	6
25) O=C1COc2ccccc2CN1
  -4.7%	/
26) Cc1cccc(C)c1NC1=C(Cl)C(=O)OC1OC(=O)c1ccccc1 (centres undefined)
  2.5%	4
27) CC1CCc2nc(NC(=O)CCSc3ccccc3)sc2C1 (centres undefined)
  0.9%	-5
28) COc1ccc(NC(=O)c2cc3c(Cl)nc4ccccc4c3s2)c(OC)c1
  2.7%	3
29) CCCOC(=O)c1ccc(N2C(=O)c3ccccc3C2=O)cc1
  -4.2%	/
30) Cc1ccc2nc(-c3ccc(N4C(=N)SC5CS(=O)(=O)CC54)cc3)sc2c1 (centres undefined)
  -4.5%	2
31) O=[N+]([O-])c1ccc(COc2ccc(-c3[nH]ncc3-c3ccc(Cl)cc3)c(O)c2)cc1
  -6.4%	8
32) COc1cccc(/C=N/NC(=O)c2[nH]nc3c2CCc2ccccc2-3)c1O
  -6.5%	/
33) CCOC(=O)CN1C(=O)C(CC)Oc2ccc(Cl)cc21 (centres undefined)
  -0.5%	-8
34) N#C/C(=N\Nc1ccccc1)C(=N)N1CCCCCC1
  0.8%	3
35) CCOC(=O)CC(NC(=O)Cn1nnc(-c2ccccc2)n1)c1ccc(OC)cc1 (centres undefined)
  -6.1%	-6
36) O=C(c1ccccc1Cl)N1CCSCC1
  3.2%	-10
37) O=C(NCc1ccc2[nH]c3c(c2c1)CCCC3)N1CCOCC1
  6.2%	7
38) C=CCN(CC=C)C(=S)NC(=O)/C=C/c1ccc(C)cc1
  -2.9%	11
39) CCCCCCOc1ccc(C(=O)O)cc1
  5.3%	-11
40) COc1ccc(C[C@@H]2CN3C(=NC[C@@H]3C)N2CCNC(=O)c2ccc(C)c(Br)c2)cc1
  0.2%	/
41) CCC(=O)OC1(C)C(=O)C2=COC(c3ccc(OC)cc3)=CC2=C(Br)C1=O (centres undefined)
  9.5%	-10
42) CCN(CC)S(=O)(=O)c1cc(C(=O)Nc2ccncc2)ccc1Cl
  -4.3%	-4
43) COc1ccc(-c2nc(CS(=O)CC(=O)NCc3ccco3)c(C)o2)cc1 (centres undefined)
  2.8%	8
44) CC(C)CCN(C(=O)CNC(=O)c1cccs1)C(C(=O)NC1CCCCC1)c1cccnc1 (centres undefined)
  -2.5%	2
45) O=[N+]([O-])c1ccc2c(c1)c1ccccc1n2CCO
  -3.7%	7
46) S=C(NCCc1ccccc1)N1CCn2cccc2C1c1cccnc1 (centres undefined)
  6.0%	-11
47) CCCCNC(=O)C(=O)N/N=C/c1cccc(Br)c1
  -0.7%	9
48) COc1ccc(CCNC(=O)C(C(=O)c2ccccc2)n2cc(Cl)ccc2=O)cc1OC (centres undefined)
  0.0%	-14
49) CC1CCCCC1NC(=O)CSc1ccsc1[N+](=O)[O-] (centres undefined)
  2.2%	-11
50) CCCCOC(=O)CCCc1ccc([N+](=O)[O-])cc1[N+](=O)[O-]
  -5.4%	6
51) CC(C)CN1CCNC(=O)C1CC(=O)NCCCN1CCCc2ccccc21 (centres undefined)
  -8.5%	10
52) Cc1ccccc1CSc1nnc(-c2cccnc2)n1N
  2.6%	9
53) COC(=O)c1cn(-c2nc(C)c3c(n2)CCC3)nn1
  -0.4%	17
54) COc1ccc(N2C(=O)CC2(/C=C/c2ccccc2OC)C(=O)NC2CCCC2)cc1 (centres undefined)
  4.2%	-11
55) Cc1cc(C)n2nc3nc(N4CCCC4)nc(-c4ccccc4)c3c2n1
  -1.1%	1
56) COc1cc(Cn2cnnn2)ccc1O
  -2.1%	14
57) CCOCCCNC(=S)Nc1cc(OCC)c(NC(=O)c2ccco2)cc1OCC
  4.1%	9
58) N=c1ccccn1Cc1ccccc1
  -1.9%	/
59) O=C(Nc1ccccc1)NC1CCN(Cc2nnnn2C2CCCCC2)CC1
  2.8%	-6
60) O=C(NCCCN1CCOCC1)c1cc2ccccc2o1
  -3.6%	2

Remaining list, next part:
Each structure is followed by: GlmU inhibition	Mtb RmlCD inh
61) Cc1ccc(NC(=O)CN(C)S(=O)(=O)c2cccc3nsnc23)cc1C
  5.2%	4
62) COc1ccc(C2CC(=O)Oc3c(C(CCN4CCOCC4)c4cc(OC)c(OC)c(OC)c4)c(OC)cc(OC)c32)cc1 (centres undefined)
  5.0%	-13
63) COC(=O)c1ccccc1NC(=O)c1ccccc1OC
  2.5%	20
64) CCN1CCN(c2ncc3c(n2)CC(c2cc(OC)c(OC)c(OC)c2)CC3=O)CC1 (centres undefined)
  -6.0%	-1
65) CCOC(=O)Cn1c(C)c(C#N)c2ccccc21
  1.6%	/
66) CCn1nc(C(=O)Nc2ccc3nc(C)sc3c2)c2ccccc2c1=O
  4.3%	2
67) Cc1ccc(NC(=S)/N=C(\N)Nc2nc(C)c3cc(C)c(C)cc3n2)cc1C
  -1.4%	-6
68) c1ccc(CCNc2nc3ccccc3n3nnnc23)cc1
  /	-3
69) O=C1NCCCC1C(=O)N1CCN(C(c2ccccc2)c2ccccc2)CC1 (centres undefined)
  3.2%	/
70) Cc1cc(Cl)ccc1C(=O)C1CCCN(C(=O)/C=C/c2cnn(C)c2)C1 (centres undefined)
  1.1%	-3
71) CCCn1c(CCC(=O)O)ccc1-c1ccc(F)cc1
  -0.5%	-3
72) O=C(O)c1cccnc1NC1CCCC1
  0.0%	8
73) CN(CCOc1ccccc1)Cc1nc2cc(Cl)ccc2c(=O)[nH]1
  -0.7%	-6
74) COc1ccc(NC(=S)NC(C)Cc2cccs2)cc1 (centres undefined)
  0.9%	0
75) CC1Cc2cc(C3(O)C(=O)c4ccccc4C3=O)ccc2N1 (centres undefined)
  -5.0%	/
76) Cn1c(SCC(=O)N2CCOCC2)nnc1-c1ccc2ncccc2c1
  14%*	-10
77) COc1ccc(-n2nc3cc(C)c(NC(=O)C(C)C)cc3n2)cc1
  3.7%	-1
78) CCN1CCCC1CNC(=O)c1ccc(N2CCCC2=O)cc1 (centres undefined)
  2.5%	-4
79) CC(C)C(NC(=O)c1ccc(C(C)(C)C)cc1)C(=O)NC1=NCCS1 (centres undefined)
  0.2%	/
80) O=C(CCc1ccccc1)NC(NC(=S)Nc1cccc(Cl)c1)C(Cl)(Cl)Cl (centres undefined)
  -2.8%	/
81) O=C(Cc1ccc(Br)cc1)c1ccc(O)cc1O
  6.0%	-5
82) O=C1Nc2ccc([N+](=O)[O-])cc2OC1CCN1CCN(Cc2ccc3c(c2)OCO3)CC1 (centres undefined)
  -0.2%	-4
83) O=C(NC1CCCCC1)C(c1ccc(O)cc1)N(CC1CCCO1)C(=O)C1COc2ccccc2O1 (centres undefined)
  9.3%	3
84) O=C(O)CC(NC(=O)c1cccc([N+](=O)[O-])c1)c1ccc2c(c1)OCO2 (centres undefined)
  -3.5%	-7
85) COc1ccccc1-n1c(=O)c2c3c(sc2n2c(=S)[nH]nc12)CCC3
  15%	-7
86) COc1ccc(CN(C)CC(=O)Nc2ccc(Cl)cc2F)c(OC)c1
  3.1%	-3
87) CCN(CC)S(=O)(=O)c1ccc2oc(C(=O)NCc3ccc(C)cc3)c(C)c2c1
  -4.0%	/
88) O=c1[nH]ncc(NCc2ccc(Cl)cc2)c1Cl
  3.3%	-8
89) O=S(=O)(Nc1ncccn1)c1ccc(NC(=S)NCc2cccnc2)cc1
  0.6%	-16
90) COc1ccc2oc3ccccc3c(=O)c2c1
  -1.6%	10

A section from the list above, as a working copy:
Each structure is followed by: GlmU inhibition	Mtb RmlCD inh
76) Cn1c(SCC(=O)N2CCOCC2)nnc1-c1ccc2ncccc2c1
  14%*	-10
77) COc1ccc(-n2nc3cc(C)c(NC(=O)C(C)C)cc3n2)cc1
  3.7%	-1

Continuation.
Each structure is followed by: GlmU inhibition	Mtb RmlCD inh
91) Cc1ccc(S(=O)(=O)/C(C#N)=C/c2c(N3CC(C)OC(C)C3)nc3ccccn3c2=O)cc1 (centres undefined)
  -2.6%	7
92) O=C(c1cccnc1)C1CCCN(Cc2nc(Cc3ccccc3)no2)C1 (centres undefined)
  -1.1%	-4
93) CCCCN(C(=O)Nc1ccc(OCC)cc1)C1CCN(C(C)=O)CC1
  7.0%	/
94) Cc1nc(Nc2ccc(S(=O)(=O)N3CCCC3)cc2)c2nnn(Cc3ccccc3)c2n1
  0.2%	9
95) Cc1cccc(Nc2nc(N)c([N+](=O)[O-])c(N3CCCC(C)C3)n2)c1 (centres undefined)
  0.2%	3
96) COc1ccc(CCN2CC(C(=O)NCc3ccco3)CC2=O)cc1OC (centres undefined)
  6.2%	1
97) Cc1cc(NC(=O)c2cccc(COc3ccc(Br)cc3)c2)no1
  0.5%	-6
98) COc1ccc(CCNC(=O)Cn2c(=O)[nH]c3ccsc3c2=O)cc1OC
  4.6%	-7
99) CCOc1ccc(-c2nc(CSCC(=O)N3CCN(C(=O)c4ccco4)CC3)c(C)o2)cc1
  1.7%	-8
100) Cn1c(=O)c2ncn(CC(=O)Nc3ccc(N4CCOCC4)cc3)c2n(C)c1=O
  5.8%	/
101) CC1(C)Cc2nc3oc4c(NCCCN5CCOCC5)ncnc4c3cc2CO1
  -3.7%	-6
102) COc1ccc(-n2cc(CNCc3cccnc3)c(-c3cccc(F)c3)n2)cc1
  -1.0%	-11
103) COc1ccccc1NCCC(=O)OCC(=O)NC1CCCC(C)C1C (centres undefined)
  1.7%	6
104) COCCCNCCOCCOc1ccc(C)cc1[N+](=O)[O-]
  3.9%	/
105) CC1CC(=O)C2=C(C1)Nc1ccccc1N=C2 (centres undefined)
  -1.3%	105
106) COc1ccc(NS(=O)(=O)c2cccc(C(=O)N/N=C(\C)c3ccncc3)c2)cc1
  -0.9%	-10
107) Cc1ccc(C(=O)NCc2ccco2)cc1[N+](=O)[O-]
  1.2%	-8
108) CCOC(=O)Cc1nnc2c(Nc3ccccc3F)nc3nonc3n12
  3.8%	-8

By substructure, those above with a Cl atom
Each structure is followed by: GlmU inhibition	Mtb RmlCD inh
17) O=C(NCC1CCN(c2ccc(S(=O)(=O)N3CCOCC3)cc2)CC1)c1ccc(Cl)cc1
  -0.2%	-5
26) Cc1cccc(C)c1NC1=C(Cl)C(=O)OC1OC(=O)c1ccccc1 (centres undefined)
  2.5%	4
28) COc1ccc(NC(=O)c2cc3c(Cl)nc4ccccc4c3s2)c(OC)c1
  2.7%	3
31) O=[N+]([O-])c1ccc(COc2ccc(-c3[nH]ncc3-c3ccc(Cl)cc3)c(O)c2)cc1
  -6.4%	8
33) CCOC(=O)CN1C(=O)C(CC)Oc2ccc(Cl)cc21 (centres undefined)
  -0.5%	-8
36) O=C(c1ccccc1Cl)N1CCSCC1
  3.2%	-10
42) CCN(CC)S(=O)(=O)c1cc(C(=O)Nc2ccncc2)ccc1Cl
  -4.3%	-4
48) COc1ccc(CCNC(=O)C(C(=O)c2ccccc2)n2cc(Cl)ccc2=O)cc1OC (centres undefined)
  0.0%	-14
70) Cc1cc(Cl)ccc1C(=O)C1CCCN(C(=O)/C=C/c2cnn(C)c2)C1 (centres undefined)
  1.1%	-3
73) CN(CCOc1ccccc1)Cc1nc2cc(Cl)ccc2c(=O)[nH]1
  -0.7%	-6
80) O=C(CCc1ccccc1)NC(NC(=S)Nc1cccc(Cl)c1)C(Cl)(Cl)Cl (centres undefined)
  -2.8%	/
86) COc1ccc(CN(C)CC(=O)Nc2ccc(Cl)cc2F)c(OC)c1
  3.1%	-3
88) O=c1[nH]ncc(NCc2ccc(Cl)cc2)c1Cl
  3.3%	-8
